From PubChem
NCI-60 one-dose screen, 48 h, at 10 µM unless noted. Numbers give growth in % (100 = growth as untreated, 0 = no growth, -100 = all killed).
SK-MEL-28 = SK-MEL-28 melanoma; 81,000 compounds, 4.1% hits
LOX IMVI = LOX IMVI melanoma | 79,000 compounds, 7.4% hits | AID 1794757
MDA-MB-435 = MDA-MB-435 melanoma | 82,000 compounds, 7.8% hits
SK-MEL-5 = SK-MEL-5 melanoma; 80,000 compounds, 6.4% hits
SK-MEL-2 = SK-MEL-2 melanoma; 77,000 compounds, 4.7% hits; AID 1794763
T-47D = T-47D breast cancer. 79,000 compounds, 5% hits. AID 1794792
HS 578T = HS 578T breast cancer; 78,000 compounds, 4.1% hits; AID 1794788
BT-549 = BT-549 breast cancer; 78,000 compounds, 4.4% hits; AID 1794793
* marks the source's active call; other numbers are inactive results; x = not tested or not shown; & = joins results of further samples. How the source made its calls: active means growth percent below 10; inactive means the rest.

SMILES	SK-MEL-28	LOX IMVI	MDA-MB-435	SK-MEL-5	SK-MEL-2	T-47D	HS 578T	BT-549
O=[N+]([O-])c1cncn1CCN1CCOCC1	108.0	101.6	102.5	115.2	110.3	106.3	97.9	115.8
COCC(=O)NC/C=C/c1ccc2ncnc(Nc3ccc(Oc4ccc(C)nc4)c(C)c3)c2c1	12.2	31.7	32.9	13.1	x	-0.7*	x	62.0
CC(Cc1cccc(C(F)(F)F)c1)NCCOC(=O)c1ccccc1 (stereo unspecified)	106.6	96.3	101.6	89.5	113.0	104.7	101.4	108.8
Cn1cc(-c2nnc(-c3cn(C)c4ncc(Br)cc34)o2)c2cc(Br)ccc21	100.5	94.9	99.9	96.6	108.5	90.9	91.0	96.6
Cl	135.9	97.0	101.4	105.4	x	101.4	107.7	112.1
COC(=O)C(C)(C)C1Oc2ccc(C)cc2C(=O)/C1=C\NS(=O)(=O)c1ccc(OC)cc1 (stereo unspecified)	107.2	103.7	104.5	100.3	99.4	101.1	111.5	99.8
CCCCN(CCCC)CCCOC(=O)c1ccc(N)cc1	57.5	64.2	-3.2*	x	85.1	88.0	82.2	82.4
CC12CCC3C(=CCc4cc(O)ccc43)C1CCC2=O (stereo unspecified)	103.5	102.0	73.0	97.5	118.5	103.9	103.7	99.5
COc1ccc2c(c1)c(-c1noc(C(=O)c3cn(C)c4ccc(F)cc34)n1)cn2C	118.0	100.2	111.6	94.9	109.9	102.4	98.4	102.9
C/C(=N/O)c1ccc(N2C(=O)CCC2=O)cc1	104.1	94.7	109.3	101.1	112.3	98.2	102.5	107.4
O=C(O)CS	109.3	98.8	110.3	99.1	104.7	97.4	102.3	124.2
C#C[C@]1(O)CCC2C3CCC4=CC(=O)CC[C@@H]4C3CCC21CC (stereo partly specified)	109.6	100.5	95.2	105.8	112.0	125.5	84.8	114.6
COC(=O)N/N=C/c1c[n+]([O-])c2ccccc2[n+]1[O-]	105.2	97.7	96.4	113.7	111.9	20.4	126.3	107.7
CCn1ccc(NS(=O)(=O)c2ccc(N)cc2)nc1=O	99.6	118.6	101.9	100.9	95.5	101.2	173.9	86.1
c1cn2cc(-c3ccc4cn[nH]c4c3)nc(Nc3ccc(N4CCOCC4)cc3)c2n1	63.0	56.4	76.8	71.4	x	49.2	x	66.2
Cc1cc(=O)oc2cc(O)ccc12	125.3	99.2	100.1	103.6	109.4	103.0	107.5	105.9
CCCCOc1cc(C(=O)OCCN(CC)CC)ccc1N	115.5	94.9	102.8	99.6	x	97.8	93.2	103.6
O=C(/C=C/c1ccc(Cl)nc1)c1ccc(Cl)nc1	108.2	104.2	101.5	101.9	105.5	108.9	106.1	117.9
CC(=O)N[C@@H](Cc1ccccc1)C(=O)O	108.8	134.0	103.4	103.4	108.1	97.8	108.1	106.6
O=C(NC1CCN(CCc2c[nH]c3ccccc23)CC1)c1ccccc1	100.5	101.9	100.7	105.8	87.4	98.6	101.2	96.6
CN[C@@H]1[C@H](O)[C@H](NC)[C@H]2O[C@@]3(O)C(=O)C[C@@H](C)O[C@H]3O[C@@H]2[C@H]1O	102.4	94.4	105.5	97.9	108.5	99.5	114.9	103.9
COc1cc(CCc2cc(NC(=O)c3ccc(N4C[C@@H](C)N[C@@H](C)C4)cc3)n[nH]2)cc(OC)c1	35.7	-30.9*	28.4	17.3	x	63.7	x	43.8
COC(=O)c1ccccc1O	111.9	x	111.9	108.2	95.1	92.7	x	94.8
CCCOc1ccc(C(=O)OCCN(CC)CC)cc1N	113.5	97.6	100.1	106.0	x	104.3	115.4	115.3
C=C[C@H]1CN2CC[C@H]1C[C@@H]2[C@H](O)c1ccnc2ccc(OC)cc12	x	x	x	x	124.7	x	x	x

Full records, quoted from the list.
CN[C@@H]1[C@H](O)[C@H](NC)[C@H]2O[C@@]3(O)C(=O)C[C@@H](C)O[C@H]3O[C@@H]2[C@H]1O across the screens: SK-MEL-28 = 102.4; LOX IMVI = 94.4; MDA-MB-435 = 105.5; SK-MEL-5 = 97.9; SK-MEL-2 = 108.5; T-47D = 99.5; HS 578T = 114.9; BT-549 = 103.9
Cc1cc(=O)oc2cc(O)ccc12 across the screens: SK-MEL-28 = 125.3; LOX IMVI = 99.2; MDA-MB-435 = 100.1; SK-MEL-5 = 103.6; SK-MEL-2 = 109.4; T-47D = 103.0; HS 578T = 107.5; BT-549 = 105.9

The list continues:
SMILES	SK-MEL-28	LOX IMVI	MDA-MB-435	SK-MEL-5	SK-MEL-2	T-47D	HS 578T	BT-549
Cn1cnc(-c2cc3nccc(Oc4ccc(NC(=S)NC(=O)Cc5ccccc5)cc4F)c3s2)c1	98.3	94.5	93.2	76.7	x	65.8	x	77.3
N=c1nc(N2CCCCC2)cc(N)n1O	110.5	109.8	106.6	94.8	117.9	100.2	108.6	105.6
Cn1cc(-c2nnc(N)nc2-c2c[nH]c3ccccc23)c2ccccc21	96.6	90.6	91.5	98.2	98.3	72.9	95.8	97.3
O=C(O)c1cc(=O)c2ccccc2o1	115.6	96.9	107.2	97.1	107.1	106.7	103.3	114.9
CCCCC(=O)O[C@]1(C(=O)CO)[C@@H](C)CC2C3CCC4=CC(=O)C=C[C@]4(C)[C@@]3(F)C(O)C[C@@]21C (stereo partly specified)	118.7	90.2	108.9	89.9	111.7	104.1	117.3	x
CC[C@@H]1OC(=O)C[C@@H](O)[C@H](C)[C@@H](O[C@@H]2O[C@H](C)[C@@H](O)[C@H](N(C)C)[C@H]2O)[C@@H](CCN2C[C@H](C)C[C@H](C)C2)C[C@@H](C)C(=O)/C=C/C(C)=C\[C@@H]1CO[C@@H]1O[C@H](C)[C@@H](O)[C@@H](OC)[C@H]1OC	104.0	99.9	105.8	108.3	x	111.5	111.0	104.9
COc1ccc(-c2cc(=O)c3c(O)cc(OC)cc3o2)cc1	90.3	87.7	89.0	83.7	95.4	79.1	90.1	66.4
Cn1cc(-c2nnc(N)nc2-c2c[nH]c3ccc(Br)cc23)c2cc(F)ccc21	107.1	93.5	96.6	100.5	102.2	81.8	97.6	91.2
[2H]C1([2H])N(c2ccc(NC(=O)c3cccc(-c4ccc(OC(F)(F)F)cc4)c3C)cn2)C([2H])([2H])[C@]([2H])(C)O[C@]1([2H])C	94.2	80.3	88.5	55.8	84.3	43.0	94.3	66.7
CC(=O)Oc1ccc2c(C)cc(=O)oc2c1	104.0	95.9	100.9	102.1	96.5	x	104.9	93.3
CN(C)c1ccc(C2=NN(c3ccc(S(=O)(=O)NC(=O)NCc4ccccc4)cc3)C(c3ccccc3)C2)cc1 (stereo unspecified)	89.8	99.1	106.3	97.3	107.8	92.6	94.4	109.4
Cc1ncc(-c2ccnc(Nc3ccc(S(C)(=O)=O)cc3)n2)n1C(C)C	-41.8*	3.2*	-45.2*	-55.5*	x	-12.3*	x	-11.4*
CN1C(=O)NC(Cc2c[nH]c3c(Cl)cccc23)C1=O (stereo unspecified)	115.2	99.7	114.2	98.5	106.0	111.3	102.6	117.7
COc1ccc(-c2cc(C(F)F)nn2-c2ccc(S(N)(=O)=O)cc2)cc1F	111.2	99.6	114.1	x	109.8	105.9	94.2	99.2
CC(C)NNC(=O)c1ccncc1	105.4&108.6	98.5&105.3	102.1&91.9	95.3&104.7	117.2&103.2	95.1&113.6	116.0	102.1&102.6
[2H]C1([2H])NC([2H])([2H])C([2H])([2H])N(c2ccc(Nc3ncc4cc(C(=O)N(C)C)n(C5CCCC5)c4n3)nc2)C1([2H])[2H]	88.6	49.2	68.7	78.3	94.3	68.0	71.2	92.9
COC(=O)C(C)(C)C1Oc2ccc(Br)cc2C(=O)/C1=C\NS(=O)(=O)c1ccc(C)cc1 (stereo unspecified)	104.1	91.8	102.4	95.9	106.6	92.8	113.0	107.8
O=C(c1ccc2nc(NS(=O)(=O)c3ccc4ccccc4c3)sc2c1)N1CCN(c2ccccc2)CC1	97.6	95.4	94.9	96.2	92.0	102.2	87.3	110.9
O=C(c1cccs1)C1C(c2ccc(Cl)cc2Cl)CC(O)(c2cccs2)C(C(=O)c2cccs2)C1c1ccc(Cl)cc1Cl (stereo unspecified)	105.3	96.9	101.4	x	87.3	69.5	90.3	105.7
Cc1cc(Nc2cc(N3CCN(C)CC3)nc(/C=C/c3ccccc3)n2)n[nH]1	-65.4*	-92.6*	6.6*	-88.7*	x	-24.7*	x	8.9*
O=C(Nc1ccc(Oc2ccc(Br)cc2)cc1)c1ccc2nc(NS(=O)(=O)c3ccc4ccccc4c3)sc2c1	104.9	93.4	103.6	90.5	94.2	85.7	98.2	105.3

4 compounds out of the list, arranged by SMILES length, lowest first:
SMILES	SK-MEL-28	LOX IMVI	MDA-MB-435	SK-MEL-5	SK-MEL-2	T-47D	HS 578T	BT-549
Cc1cc(Nc2cc(N3CCN(C)CC3)nc(/C=C/c3ccccc3)n2)n[nH]1	-65.4*	-92.6*	6.6*	-88.7*	x	-24.7*	x	8.9*
Cn1cc(-c2nnc(N)nc2-c2c[nH]c3ccc(Br)cc23)c2cc(F)ccc21	107.1	93.5	96.6	100.5	102.2	81.8	97.6	91.2
[2H]C1([2H])NC([2H])([2H])C([2H])([2H])N(c2ccc(Nc3ncc4cc(C(=O)N(C)C)n(C5CCCC5)c4n3)nc2)C1([2H])[2H]	88.6	49.2	68.7	78.3	94.3	68.0	71.2	92.9
CC[C@@H]1OC(=O)C[C@@H](O)[C@H](C)[C@@H](O[C@@H]2O[C@H](C)[C@@H](O)[C@H](N(C)C)[C@H]2O)[C@@H](CCN2C[C@H](C)C[C@H](C)C2)C[C@@H](C)C(=O)/C=C/C(C)=C\[C@@H]1CO[C@@H]1O[C@H](C)[C@@H](O)[C@@H](OC)[C@H]1OC	104.0	99.9	105.8	108.3	x	111.5	111.0	104.9

A portion of the library; rates above refer to the full screens.
